Screens deposited in PubChem BioAssay by National Center for Advancing Translational Sciences (NCATS).
Pol beta inh: blocks human DNA polymerase beta activity. hit rate 1.3% among 340,000. Potency, µM (doses to about 114 µM), for inactives: at the highest dose activity change, negative = inhibition, most hits filed as inhibitors. Pol beta primer extension/strand displacement, fluorescence kinetic; further: potency means the concentration at half of the fitted maximal effect; on the % scale 0 is the no-effect control and ±100 the full control effect
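Pol beta (10 nM) and compounds were preincubated 15 min at room temperature, then 50 nM substrate (final) started primer extension/strand displacement. Reads were taken at 0 and 10 min; concentration-response data were fitted to a four-parameter Hill equation.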
ERG-DNA inh: ERG Ets/DNA interaction inhibition. P11308. fluorescence polarization, His-ERG Ets domain / labelled DNA. Potency, µM (doses to about 76.9 µM), for inactives: top-dose FP activity, negative = inhibition, usual class: inhibitors. hit rate 0.028% among 370,000; active means well fitted inhibition curve with a large enough effect in the polarisation, with a control signal flat; inconclusive means small, poorly fitted or top-dose-only effect, or effect the other way, or a change in a side signal; inactive means no such curve, though single readings can be large or run the other way; the % refers to the polarisation;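 further: polarization taken with two DNA probes labelled with fluorescein and Texas red; potency means the concentration at half of the fitted maximal effect; % of control where 0% means no effect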
Target sequence (P11308 whole entry, looked up, the tested form may be a part): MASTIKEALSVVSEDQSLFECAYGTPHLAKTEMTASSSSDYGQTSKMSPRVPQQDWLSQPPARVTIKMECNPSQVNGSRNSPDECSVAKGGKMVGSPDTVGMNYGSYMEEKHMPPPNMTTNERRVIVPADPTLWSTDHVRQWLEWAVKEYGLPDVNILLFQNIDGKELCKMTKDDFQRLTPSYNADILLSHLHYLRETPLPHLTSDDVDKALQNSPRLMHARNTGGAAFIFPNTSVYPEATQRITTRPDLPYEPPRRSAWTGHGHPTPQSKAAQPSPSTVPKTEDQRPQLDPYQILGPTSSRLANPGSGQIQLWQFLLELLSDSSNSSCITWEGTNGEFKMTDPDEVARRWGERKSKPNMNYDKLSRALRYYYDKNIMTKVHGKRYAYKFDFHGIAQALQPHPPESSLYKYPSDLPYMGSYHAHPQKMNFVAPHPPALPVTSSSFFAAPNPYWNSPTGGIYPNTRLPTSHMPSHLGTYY
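His-tagged ERG Ets domain (1 uM in the protein solution; 300mM KCl, 50mM Tris-HCl, 1mM EDTA, 1mM DTT, pH 7.5) received compound, then a probe mix of 5 nM fluorescein-DNA and 100nM Texas-615-DNA. Fluorescence polarization was read for both dyes.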
BLM inh: inhibitors of human Bloom syndrome helicase BLM; P54132; recombinant BLM DNA unwinding, fluorescence dequenching; Potency, µM (doses to about 56.1 µM), for inactives: at the highest dose activity change, negative = inhibition, most hits filed as inhibitors; hit rate 0.2% among 350,000; AID 2528;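 further: potency means the concentration at half of the fitted maximal effect; plate controls were vehicle for no effect and no enzyme for full effect; nearly all actives have a fitted effect of over 35% in size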
Apoferritin bind: binds horse apoferritin like a general anesthetic | P02791 | apoferritin/1-aminoanthracene competitive binding, fluorescence | Potency, µM (doses to about 77.5 µM), without a hit: top-dose activity change, negative = displacement, most hits filed as inhibitors | hit rate 0.074% among 350,000; further: potency means the concentration at half of the fitted maximal effect; on the % scale 0 is the no-effect control and ±100 the full control effect; nearly all actives have a fitted effect of over 20% in size
Target sequence (P02791 2-175 limits assumed): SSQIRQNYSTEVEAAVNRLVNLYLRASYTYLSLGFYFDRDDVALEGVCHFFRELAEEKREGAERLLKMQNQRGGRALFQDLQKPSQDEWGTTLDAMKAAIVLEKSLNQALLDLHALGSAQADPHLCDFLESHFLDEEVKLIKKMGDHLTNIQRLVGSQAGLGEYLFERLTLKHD
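Steps: apoferritin (10 uM) was premixed with half-saturated 1-AMA in PBS, compounds were pin-transferred, plates stood 10 min at room temperature, fluorescence was read at 380/535 nm, and curves were fitted with a Hill equation.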
POLK inh: inhibitors of human DNA polymerase kappa; purified Pol kappa, fluorescent DNA synthesis assay, 10 min; Potency, µM (top dose mostly 107 µM), for the others: top-dose activity, negative = inhibition, usual class: inhibitors; Q9UBT6; hit rate 0.53% among 400,000; further: potency means the concentration at half of the fitted maximal effect; on the % scale 0 is the no-effect control and ±100 the full control effect
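Kinetic fluorescence screen: compound preincubated 15 min RT with 10 nM enzyme; 50 nM substrate (final) initiates; reads at 0/10 min.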
APE1 inh: inhibitors of human APE1 endonuclease. P27695. recombinant APE1, TAMRA/BHQ-2 abasic DNA cleavage fluorescence. Potency, µM (top dose mostly 65.8 µM), without a hit: at the top dose activity change, negative = inhibition, actives largely listed as inhibitors. hit rate 0.35% among 350,000. AID 2517;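 further: potency means the concentration at half of the fitted maximal effect; plate controls were vehicle for no effect and reference inhibitor for full effect; nearly all actives have a fitted effect of over 55% in size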
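Step 1: APE1 (0.75 nM) with compound, 15 min RT. Step 2: add 50 nM fluorophore/quencher THF duplex. Step 3: three fluorescence reads 60 s apart (525/598 nm); read 3 minus read 1 = reaction progress.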
TRHR agonist: TRH receptor (human) agonism; TRHR cells, calcium flux fluo-8, FDSS agonist mode; hit rate 0.18% among 360,000; P34981; AID 493084; activation, % at 2 µM; in the data active means activation above about 30%; further: 0% is about no effect
Target sequence (P34981 whole entry, looked up): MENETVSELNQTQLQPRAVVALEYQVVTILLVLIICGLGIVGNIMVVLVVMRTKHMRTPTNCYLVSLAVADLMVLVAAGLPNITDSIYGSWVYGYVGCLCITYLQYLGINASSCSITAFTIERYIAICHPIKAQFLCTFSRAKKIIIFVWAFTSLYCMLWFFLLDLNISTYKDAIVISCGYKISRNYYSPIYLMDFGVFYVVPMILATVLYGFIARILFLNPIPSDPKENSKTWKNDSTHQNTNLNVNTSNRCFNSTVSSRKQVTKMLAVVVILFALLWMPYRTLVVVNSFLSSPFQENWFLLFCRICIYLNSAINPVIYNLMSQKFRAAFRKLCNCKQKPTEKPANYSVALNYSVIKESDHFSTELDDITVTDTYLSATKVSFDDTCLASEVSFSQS
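Agonist-mode FDSS calcium read (Ex 480/Em 530, 1 s cycles) in 1536-well TRHR cells with fluo-8 dye, after 10-cycle baseline and 23 nL compound addition; TRH at EC20 (10 nM final) added afterwards for the enhancer phase.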
Pol iota inh: inhibitors of human DNA polymerase iota; Potency, µM (top dose mostly 115 µM), inactives show at the top dose activity, negative = inhibition, actives largely listed as inhibitors; hit rate 1% among 390,000; AID 588590; Pol iota fluorescent replication assay, 10 min; further: potency means the concentration at half of the fitted maximal effect
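Fluorescent replication assay read twice, at 0 min and 10 min after adding 50 nM (final) substrate. Enzyme (10 nM) and compounds were first incubated 15 min at room temperature; enzyme-free buffer wells were negative controls.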
ALOX12 inh: ALOX12 (human) lipoxygenase inhibition; purified 12hLO, xylenol orange hydroperoxide absorbance; Potency, µM (series often up to 108 µM), for inactives: at the highest dose activity change, negative = inhibition, usual class: inhibitors; hit rate 1.1% among 580,000; further: potency means the concentration at half of the fitted maximal effect; on the % scale 0 is the no-effect control and ±100 the full control effect
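Purified human 12hLO (150 nM final) in 25 mM Hepes, 0.01% Triton X-100, pH 7.0 was preincubated 15 min at room temperature with compound. Then 40 uM arachidonic acid was added, 30 min. Hydroperoxide was read by Fe-XO absorbance ratio 573/405 nm.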
The depositor's hits bear a star; i = inactive; ? = inconclusive; · = no result given; & = joins results of further samples; [ ] = remark or other dose. Unless noted, the call rests on the fitted dose curve; in most records, active means well fitted curve in the direction sought with a large enough effect; inconclusive means small, poorly fitted or top-dose-only effect, or another doubt; inactive means no such curve, though single readings can be large; an effect the other way counts as inactive or inconclusive. These rows are one share of the data; count on the stated rates, not on these rows.

Pol beta inh | ERG-DNA inh | BLM inh | molecule | Apoferritin bind | POLK inh | APE1 inh | TRHR agonist | Pol iota inh | ALOX12 inh
12% | -11% | 2% | Cc1ccccc1NC(=O)C1CCCN(S(=O)(=O)c2c(C)noc2C)C1 (configuration not stated) | -10% | -3% | 1% | -0.1 | 13% | -3%
55% | 19% | 3% | NC(=O)COC(=O)c1ccccc1OCc1ccc(Cl)cc1 | -8% | 5% | 14% | -1.2 | 73%[activator] | 8%
27% | 2% | -1% | Cc1ccc2oc(-c3ccc(C)c(NC(=O)c4ccc(C(C)(C)C)cc4)c3)nc2c1 | 1% | 6% | · | -2.0 | 2% | -13%
-2% | -7% | -4% | CCOc1ccc(CC(=O)N/N=C/c2sccc2C)cc1 | -13% | -1% | 3% | 0.6 | 28% | i
? | 6% | 2% | COc1ccc(C2CC(=O)OC3=C2C(=O)CC(C)(C)C3)c(OC)c1 (configuration not stated) | -7% | -12% | 0% | 0.0 | -5% | -7%
-20% | -4% | -5% | COc1ccc(N2CCN(C(=O)c3nc(-c4ccc(Cl)cc4)n4c3CCCCC4)CC2)cc1 | -3% | -8% | · | -0.5 | 17% | -26%
14% | -5% | -1% | Cc1cc2[nH]c(=O)c(=O)[nH]c2cc1S(=O)(=O)Nc1ccc(OC(F)(F)F)cc1 | 1% | -22% | · | -0.1 | 13% | ?
3% | -6% | -1% | Cn1c(CCN2CCCCC2)nc2cc(NS(=O)(=O)c3ccc(Cl)cc3)ccc21 | ? | -2% | -3% | -0.5 | 19% | ?
-2% | · | 2% | c1ccc(-n2cnc3cc(NCc4ccccn4)ccc32)cc1 | -1% | -8% | -2% | -0.5 | ? | ?
-7% | -8% | -3% | O=C(N/N=C/c1cccc([N+](=O)[O-])c1)c1c[nH]c2ccccc12 | -10% | -30% | -10% | -0.8 | 1% | 83%[activator]
4% | 3% | -19% | Cc1nn(-c2ccccc2)c(N2CCCCC2)c1/C=N/NC(=O)c1ccncc1 | -12% | -4% | 19% | -1.1 | 71%[activator] | -1%
34% | 9% | -1% | CCN(C(=O)c1cccc(F)c1)c1ccccc1C | 3% | -2% | 0% | -1.4 | 4% | 0%
-11% | -4% | -4% | CC(C)=NN1C(=O)c2ccccc2NC1(C)C | 17% | -6% | 3% | -0.5 | 50%[activator] | 6%
1% | -1% | -5% | Cc1cccc(OCC(=O)O/N=C(\N)c2ccc(Br)cc2)c1 | -2% | -13% | -4% | 0.5 | 24% | ?
-3% | -3% | -2% | c1csc(CN2CCN(Cc3cccs3)C2c2cccs2)c1 | ? | -20% | -1% | 0.1 | -4% | 22%
5% | -1% | 3% | COC(=O)N/N=C/c1ccc(OCCSc2ccc(Cl)cc2)c(OC)c1 | 7% | -13% | -5% | 0.0 | -5% | 2%
1% | 0% | -2% | O=C(CSc1nc2cc(Cl)ccc2s1)N1CCN(C(=O)c2ccco2)CC1 | -5% | -11% | 11% | -0.3 | -4% | 383%[activator]
6% | -2% | -1% | Cc1nn(C)c2c1c(C(F)(F)F)cc(=O)n2C(C)C(=O)N1CCN(c2ccccc2)CC1 (configuration not stated) | -5% | 26% | · | -0.2 | 0% | -20%
56% | -12% | 8% | CCCOc1ccc(/C=N/NC(=S)Nc2ccccc2[N+](=O)[O-])c(O)c1 | -3% | -5% | 30% | -0.9 | 20% | -7%
· | 4% | · | CN1CC(c2ccccc2)Oc2ccccc2C1=S (configuration not stated) | · | 5% | · | · | 20% | 0%
19% | -4% | -6% | CN(c1cccc(NC(=O)CSc2ccc(Cl)cc2)c1)S(C)(=O)=O | -10% | -7% | 9% | 0.2 | 21% | ?
1% | -2% | -7% | Cc1cc2c(C)nc(Cc3ccccc3)nc2o1 | 1% | 3% | 0% | 0.0 | 0% | 0%
-7% | -3% | -6% | CNC(=O)c1cc(Nc2nnc(-c3ccc(C)c(S(N)(=O)=O)c3)c3ccccc23)ccc1OC | -1% | -14% | 15% | -0.9 | ? | 1%
8% | -4% | -4% | CCS(=O)(=O)c1ccc2oc(SCC(=O)NCc3ccccc3)nc2c1 | -2% | -4% | 4% | -0.1 | 3% | 0%
0% | 5% | 0% | O=C(NCCCc1ccc(F)cc1)C1CCC(=O)N(CC2CCCCC2)C1 (configuration not stated) | -10% | -17% | 24% | 1.3 | 22% | i
18% | 1% | -1% | O=S(=O)(c1ccc(Cl)cc1)N1CCC(O)(CN2CCN(Cc3ccccc3)CC2)CC1 | -8% | 0% | 7% | 0.3 | 79%[activator] | ?
1% | -7% | 2% | Cc1cccc(C)c1-n1nnnc1S(=O)(=O)Cc1ccccc1Cl | ? | -14% | 11% | 0.0 | 3% | 2%
-14% | -5% | 1% | Cc1nc2c(cc(Oc3ccc(S(=O)(=O)N4CCOCC4)cn3)c3ccsc32)s1 | ? | -7% | -7% | -0.7 | 4% | 11%
· | 3% | · | Cc1ccc(S(=O)(=O)n2oc(=O)c(C3CCCCC3)c2N)cc1 | · | -9% | · | · | 41%[activator] | -18%
· | -1% | · | CC(Sc1ncn[nH]1)C(=O)Nc1cc(C(F)(F)F)ccc1Cl (configuration not stated) | · | -3% | 16% | 0.6 | -7% | 0%
18% | -3% | 0% | COc1ccc(CCNC(=O)COC(=O)COc2ccc(Cl)cc2)cc1OC | -3% | -4%[60.1 µM] | -10% | -0.3 | 9% | 8%
16% | -4% | 1% | Cc1nnc(SCc2ccccc2F)n1NCc1cccs1 | -16% | 14% | -4% | -0.6 | 2% | -4%
-20% | · | -1% | COc1ccccc1/C=N/NC(=O)c1cccc(OC(F)(F)C(F)F)c1 | -11% | -14% | 9% | -3.2 | 35%[activator] | 22%
· | -6% | · | O=C(O)c1cc2cc(S(=O)(=O)O)ccc2cc1O | · | -8% | · | · | -11% | -20%
-1% | -6% | -13% | CSc1ccc(/C=N/NC(=O)CNc2ccc3ccccc3c2)cc1 | ? | -8% | -6% | -0.3 | 58%[activator] | ?
-7% | -5% | -1% | N#Cc1cccc(C(c2nnnn2C2CCCC2)N2CCC(Cc3ccccc3)CC2)c1 (configuration not stated) | -1% | -2% | 0% | 0.3 | 2% | 29%
28% | 6% | 3% | NC(=O)C1CCN(C(=O)c2cccc(NC(=O)c3nsc4ccccc34)c2)CC1 | -2% | -4%[60.1 µM] | · | 0.4 | 7% | 4%
11µM* | 13% | -23% | COc1cc(OC)c(OC)cc1/C=C1\Oc2cc(OS(C)(=O)=O)ccc2C1=O | 0% | ? | ? | 38* | 20µM* | 10%
-7% | 7% | -8% | COc1ccccc1NC(=O)c1ccccc1Oc1ccccc1 | -4% | -2% | 18% | -0.2 | 13% | -2%
· | -5% | · | Cc1ccc(NC(=O)CN(C)C(=O)C2CCC2)cc1 | · | -1% | · | · | 2% | 8%
-1% | -4% | -10% | COc1ccc(/C=C/C(=O)NC(=S)NNC(=O)[C@H]2C[C@@H]2c2ccccc2)cc1OC | -12% | 18% | 18% | -0.2 | 36%[activator] | -18%
? | -5% | 1% | NC1=NC(=O)C(CC(=O)Nc2ccc3c(c2)OCO3)S1 (configuration not stated) | -11% | -10% | -1% | -0.6 | ? | 3%
-23% | 16% | -3% | COc1ccccc1NS(=O)(=O)c1ccc(N/N=C/C=C/c2ccccc2[N+](=O)[O-])c([N+](=O)[O-])c1 | -13% | -17% | -3% | 0.4 | 6% | -4%
22% | 2% | 0% | COc1ccc(OCc2nnc(SCC(=O)O)n2N)cc1 | -2% | -3% | -12% | 0.1 | 6% | ?
-2%&1% | 2%&-8% | 2%&0% | CCOc1ccc(NC(=O)CSc2ncnc3c2sc2ccccc23)cc1 | -4%&-2% | 1%[60.1 µM] | 9% | 0.1&0.3 | 17%&6% | 0%&16%
21% | 0% | -1% | CC(=O)c1cc(NC(=O)c2ccccc2)c(=O)oc1/C=C/N(C)C | -17% | -8% | -1% | 25 | 24% | 0%
· | -9% | · | C=CCn1c(SCC(=O)NC(=O)Cc2ccccc2)nc2ccccc2c1=O | · | 0% | 15% | 0.1 | 31%[activator] | 2%
· | 11% | · | O=C(COC(=O)CNC(=O)c1ccc(Cl)cc1Cl)NCC1CCCO1 (configuration not stated) | · | -2% | 18% | 0.0 | 32%[activator] | -12%
1% | 0% | -7% | Cc1nn(CC(=O)Nc2ccc3c(c2)oc2ccccc23)c(=O)c2ccccc12 | -20% | -10% | 5% | 0.5 | 35%[activator] | -5%
9% | 2% | -8% | COc1ccccc1N1CCN(C(=O)CN(Cc2ccc(Cl)cc2)S(C)(=O)=O)CC1 | -4% | -3% | 14% | 0.8 | 18% | 1%
7% | 10% | -8% | COCCn1c(=S)[nH]c2cc(C(=O)N3CCN(c4cccc(Cl)c4)CC3)ccc2c1=O | -6% | -10% | -15% | -1.6 | ? | -16%
· | ? | 86%[activator] | Cc1cc(C(C)(C)CC(C)(C)C)ccc1OCCOCC[N+](C)(C)Cc1ccccc1 | 32µM* | -1% | -2% | 0.4 | 2% | ?
-5% | 10% | -3% | CCc1ccc2n(-c3ccc(OC)cc3)c([S-])c(C(=O)Nc3cc(C)cc(C)c3)[n+]2c1 | 1% | 6% | 13% | -0.3 | 55%[activator] | 9%
· | 3% | · | COc1ccc(Cn2c(C)nc3c(c2=O)c2nc4ccccc4nc2n3Cc2ccco2)cc1 | · | 35µM* | · | · | 3.2µM* | ?
4% | 0% | 1% | CCc1ccc(-c2nc(C)c(CCO)c(=O)[nH]2)cc1 | -4% | -6% | -1% | -0.5 | 43%[activator] | ?
-2% | 4% | -11% | N[C@@H](CO)c1cn([C@@H](Cc2cc3ccccc3[nH]2)C(=O)N2CCNCC2)nn1 | -6% | -23% | 6% | 0.0 | 8% | ?
-22% | 4% | -4% | COc1ccc(NC(=O)CCSc2nc(-c3ccc(OC)cc3)cc(C(F)(F)F)n2)cc1 | -4% | -21% | · | 0.6 | -8% | -22%
-1% | -1% | -1% | COc1ccccc1-n1c(CCC(=O)O)ccc1-c1ccccc1 | -4% | 1% | 54%[activator] | 0.1 | 19% | 0%
